Compound activity (PubChem BioAssay)
EPAC2 antagonist – qHTS for Antagonist of cAMP-regulated guanine nucleotide exchange factor 2 (EPAC2): primary screen. EPAC2 GEF exchange of Rap1B-BODIPY-GDP, fluorescence. Potency, µM (doses to about 114 µM), for inactives: top-dose activity, negative = inhibition, hits mostly inhibitors. Rap guanine nucleotide exchange factor 4 (Homo sapiens), Q8WZA2. AID 720708, 2013. 360,000 compounds, 0.18% hits; further: on the % scale 0 is the no-effect control and ±100 the full control effect; nearly all actives have a fitted effect of over 45% in size; many of its hits are not listed in these tables
Target sequence (Q8WZA2 whole entry, looked up): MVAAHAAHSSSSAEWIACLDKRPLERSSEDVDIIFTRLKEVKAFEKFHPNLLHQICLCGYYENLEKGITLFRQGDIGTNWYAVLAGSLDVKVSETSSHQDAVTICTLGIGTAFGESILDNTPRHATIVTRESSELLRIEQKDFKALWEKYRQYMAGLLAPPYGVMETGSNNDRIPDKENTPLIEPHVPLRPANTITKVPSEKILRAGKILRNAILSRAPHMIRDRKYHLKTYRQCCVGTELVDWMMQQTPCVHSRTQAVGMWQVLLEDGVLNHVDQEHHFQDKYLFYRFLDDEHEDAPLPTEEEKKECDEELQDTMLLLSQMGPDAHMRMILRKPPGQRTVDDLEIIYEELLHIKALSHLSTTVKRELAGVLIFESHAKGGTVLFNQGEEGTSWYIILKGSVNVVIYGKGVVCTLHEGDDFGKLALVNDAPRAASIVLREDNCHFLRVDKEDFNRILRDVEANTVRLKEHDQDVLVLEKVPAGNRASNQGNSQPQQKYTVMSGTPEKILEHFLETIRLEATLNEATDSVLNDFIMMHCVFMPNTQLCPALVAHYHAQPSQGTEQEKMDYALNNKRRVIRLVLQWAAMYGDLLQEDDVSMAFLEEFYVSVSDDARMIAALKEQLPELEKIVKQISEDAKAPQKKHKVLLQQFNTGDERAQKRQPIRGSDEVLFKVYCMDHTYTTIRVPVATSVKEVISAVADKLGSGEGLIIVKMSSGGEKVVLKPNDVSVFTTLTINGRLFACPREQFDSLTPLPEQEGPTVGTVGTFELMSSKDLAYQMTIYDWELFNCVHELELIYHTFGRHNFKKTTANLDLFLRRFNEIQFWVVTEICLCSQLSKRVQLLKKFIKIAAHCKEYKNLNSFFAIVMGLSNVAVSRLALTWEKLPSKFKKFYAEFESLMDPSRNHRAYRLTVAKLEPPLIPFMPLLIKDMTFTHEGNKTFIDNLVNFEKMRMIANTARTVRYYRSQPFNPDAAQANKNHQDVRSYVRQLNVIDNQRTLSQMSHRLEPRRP
TGFb inhibitor – qHTS for Inhibitors of TGF-b. HepG2 CAGA-GFP TGF-b/SMAD3 reporter, GFP fluorescence, 18 h; TGF-beta stimulated, 500 pg/mL final. Potency, µM (doses to about 46.1 µM), for the others: at the highest dose activity, negative = inhibition, hits mostly inhibitors. 410,000 compounds, 1.2% hits. AID 588855, 2011; further: on the % scale 0 is the no-effect control and ±100 the full control effect; nearly all actives have a fitted effect of over 65% in size
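Cell-based qHTS in HEPG2 carrying a CAGA-GFP Smad reporter; compounds added before 500 pg/mL final TGF-beta, 18 h incubation at 37 degrees C, GFP fluorescence quantified per cell by imaging cytometry.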
S2 tox – Viability Counterscreen for Primary qHTS for Inhibitors of ATXN expression. S2 cells (HEK-293 line with an ATXN2-luciferase reporter) viability, CellTiter-Fluor protease fluorescence, 24 h. Potency, µM (highest dose often 56.7 µM), usual class: cytotoxic. 400,000 compounds, 0.49% hits; further: nearly all actives have a fitted effect of over 40% in size
Nrf2 block – Nrf2 qHTS screen for inhibitors; A549 ARE-Fluc reporter, luciferase luminescence, 18-24 h; Potency, µM (top dose mostly 46 µM), for the others: at the highest dose activity change, negative = inhibition, actives largely listed as inhibitors; 360,000 compounds, 2.1% hits; AID 504444, 2011; further: on the % scale 0 is the no-effect control and ±100 the full control effect; nearly all actives have a fitted effect of over 60% in size
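Nrf2 function is reported as luminescence of an ARE-controlled luciferase in A549 cells. Compounds were tested at several concentrations, and a CellTiter-Fluor read on the same wells flagged cytotoxicity.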
HepG2 tox – qHTS for Inhibitors of TGF-b: Cytotox Counterscreen | HepG2 CAGA-GFP viability, ATP luminescence, 18 h | Potency, µM (series often up to 46.1 µM), for inactives: at the top dose activity change, negative = cytotoxicity, most hits filed as cytotoxic | 410,000 compounds, 0.76% hits | AID 588856, 2011; further: some results filed as inactive show a strong effect at the top dose
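CellTiter-Glo luminescence gave cytotoxicity after 18 hours at 37 degrees C. The cells were HepG2 CAGA-GFP in 1% FBS DMEM, stimulated with 500 pg/mL TGF-beta after compound addition. %Activity was normalised to no-cell wells (complete cell-killing) and DMSO (no toxicity), and curves were fitted and classified.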
Nrf2 activator – qHTS of Nrf2 Activators; AREc32 ARE-luciferase reporter (MCF7-derived line), luminescence, 24 h; Potency, µM (titrated, usually from 46.1 µM), for inactives: at the top dose activation, hits mostly activators; 410,000 compounds, 0.31% hits; further: % of control where 0% means no effect; nearly all actives have a fitted effect of over 65% in size
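AREc32 cells carrying an ARE-driven firefly luciferase, 1000 cells/well in OPTI-MEM with 5% FBS, dosed after overnight attachment and incubated 24 hr at 37 deg C. Steady-Glo luminescence read after 30 min at RT.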
ATXN2 expr inh – Primary qHTS for Inhibitors of ATXN expression; Potency, µM (top dose mostly 57 µM), inactives show top-dose activity change, negative = inhibition, hits mostly inhibitors; AID 1745845, 2022; HEK-293 ATXN2-luciferase reporter, luminescence, 24 h; 360,000 compounds, 0.72% hits; further: on the % scale 0 is the no-effect control and ±100 the full control effect; nearly all actives have a fitted effect of over 55% in size
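ATXN2-luciferase reporter cells (luciferase flanked by upstream and downstream ATXN2 gene portions) were treated 24 h at 37 °C with compounds at up to 57 uM. SteadyGlo luminescence gave expression; GF-AFC fluorescence gave viability.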
MCF10A rereplic – A quantitative high throughput screen for small molecules that induce DNA re-replication in MCF 10a normal breast cells; MCF 10A DNA re-replication, Hoechst nuclear intensity, 48 h; Potency, µM (top dose mostly 46.1 µM), without a hit: top-dose activity, positive = re-replication, most hits filed as activators; 350,000 compounds, 2.9% hits; AID 624296, 2012; further: % of control where 0% means no effect; nearly all actives have a fitted effect of over 50% in size
A549 tox – Nrf2 qHTS screen for inhibitors: counterscreen for cytotoxicity. Potency, µM (top dose mostly 46 µM), for the others: top-dose activity change, negative = cytotoxicity, usual class: inhibitors. A549 ARE-Fluc cells, CellTiter-Fluor viability, 18-24 h. 390,000 compounds, 0.16% hits. AID 504648, 2011; further: on the % scale 0 is the no-effect control and ±100 the full control effect
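A549 ARE-Fluc cells in 5% FBS OPTI-MEM, 5000 cells/well, rested 2 h then exposed to compounds in concentration-response for 18-24 h at 37 °C. Viability by CellTiter-Fluor fluorescence (Ex 405/Em 525) after 30 min; luciferase luminescence (BugLite, 15 min, RT) read afterwards.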
* = called active by the depositor; i = inactive; ? = inconclusive; nt = no result given; & = joins results of further samples; [ ] = dose if it differs, or a comment. The call rests on the fitted dose curve; in most records, active means well fitted curve in the direction sought with a large enough effect; inconclusive means small, poorly fitted or top-dose-only effect, or another doubt; inactive means no such curve, though single readings can be large; an effect the other way counts as inactive or inconclusive. Potency means the concentration at half of the fitted maximal effect.

SMILES	EPAC2 antagonist	TGFb inhibitor	S2 tox	Nrf2 block	HepG2 tox	Nrf2 activator	ATXN2 expr inh	MCF10A rereplic	A549 tox
c1ccc(-c2ccc(-c3nc(-c4ccccn4)no3)cc2)cc1	6%	-6%	i	nt	7.1µM*	-2.3%	?	-1%	-6%
Cc1ccc(NC(=O)C2CCCNC2=O)nc1 (configuration not stated)	-6%	19%	i	1%	5%	0.1%	0%	?	-4%
O=C(CN1C(=O)C(=O)N(Cc2ccco2)C1=O)Nc1ccc(F)c(F)c1F	1%	2%	i	-15%	-1%	-0.8%	2%	-2%	0%
Cc1cnc(C(=O)OCc2nc3ccccc3o2)cn1	-7%	0%	i	5%	-6%	0.4%	-4%	?	7%
COc1cc(C(=O)OC(C)CN2CCOCC2)cc(OC)c1OC (configuration not stated)	10%&-3%	4%&23%	?	6%&0%	3%&0%	-0.2%&-0.1%	1%	-3%&0%	-2%&-5%
COc1ccc(CNC(=O)C[C@H]2C(=O)N(c3ccccc3)C[C@@H]2Cc2ccccc2)cc1	5%	3%	i	?	-15%	0.1%	8%	-1%	-18%
Cc1ccc(C(=O)CCS(=O)(=O)c2ccc(Br)cc2)cc1	5%	?	i	-11%	-79%	?	-3%	?	0%
CCOc1ccc(NC(=O)CN2C(=O)C(c3ccccc3)=NC23CCC(C)CC3)cc1 (configuration not stated)	nt	?	nt	?	-21%	-0.1%	nt	nt	?
OC(COc1ccc(Cl)cc1)CN1CCCCC1 (configuration not stated)	-14%	6%	i	7%	5%	-0.4%	2%	1%	6%
COc1ccc(C(=O)Nc2ccc(S(=O)(=O)N3CCCC3)cc2)cc1	-6%	-19%	i	1%	-10%	0.4%	-22%	9%	2%
Cc1ccc(-c2ccc(CCC(=O)O)n2C(C)C)cc1	-20%	-3%	i	12%	6%	0.1%	9%	17%	-5%
CCN(CC)c1ccc(C(=O)N/N=C/c2ccc(OC)cc2OC)cc1	-14%	-1%	i	8%	3%	-0.1%	-4%	?	-9%
O=C(c1ccc(F)cc1)C1CCN(C(=O)c2ccccc2F)CC1	2%	-13%	nt	0%	-13%	-0.3%	-26%	-4%	-4%
Cc1cccc(C)c1NS(=O)(=O)c1ccc2c(c1)[C@H]1C=CC[C@H]1[C@@H](c1ccc(Cl)cc1)N2	nt	?	i	12%	-4%	-1.2%	-11%	nt	-8%
COc1cc2c(=O)n(CCCC(=O)NCC3CCCO3)c(=O)n(CC(=O)c3ccc(F)cc3)c2cc1OC (configuration not stated)	1%	0%	?	-12%	-4%	-0.9%	nt	-2%	-25%
COC(=O)Nc1ccc2c(c1)Nc1ccccc1CC2	-12%	-28%	i	?	-23%	5.3%	7%	2%	-6%
c1ccc(COc2cccc(-c3cc4nc(NCCN5CCOCC5)ccn4n3)c2)cc1	-21%	1%	?	nt	-29%	3.8%	0%	nt	nt
O=C(Nc1ccc(Cl)cc1)Nc1ccccc1Sc1ncc([N+](=O)[O-])s1	-2%	?	?	2%	-58%	22%	?	?	-4%
O=C(NCCCO)NC12CC3CC(CC(C3)C1)C2	4%	31%[activator]	i	-7%	-13%	0.2%	8%	-1%	-23%
Cc1ccc(CCNC(=O)c2c(C)oc3nc(C)nc(N4CCOCC4)c23)cc1	nt	-25%	nt	18%	-27%	-1.0%	nt	nt	7%
O=C(CSc1ccc(-c2ccc(F)cc2)nn1)Nc1ccc2c(c1)OCCO2	14%	?	?	-6%	-1%	3.0%	2%	-2%	1%
CCn1ccc2cc(OC)ccc2c1=S	3%	1%	i	-13%	-6%	3.4%	-25%	0%	-14%
C=CCn1c(C)cc(C(=O)COC(=O)/C=C/c2ccc(OC)cc2)c1C	10%	3%	?	?	22%	2.4%	nt	-5%	-11%
O=C(NC1CCCCC1)c1cccc2c1C(=O)c1ccc(-c3ccc(OC(F)(F)F)cc3)cc1S2(=O)=O	1%	10%	i	12%	-2%	1.8%	-1%	0.92µM*	4%
Cc1cc(SCC(=O)NC(=O)c2cccn2C)nc2ccccc12	-13%	-17%	i	11%	-31%	0.3%	nt	6%	11%
SMILES	EPAC2 antagonist	TGFb inhibitor	S2 tox	Nrf2 block	HepG2 tox	Nrf2 activator	ATXN2 expr inh	MCF10A rereplic	A549 tox
Cc1ccc(-c2cc3c(N4CCN(c5cc(C)ccc5C)CC4)nccn3n2)cc1	nt	1%	i	?	-2%	-0.3%	-6%	nt	-12%
CCCn1nnc(NC(=O)c2ccc(Br)cc2)n1	-1%	0%	i	9%	-7%	0.2%	37%[activator]	-7%	4%
COc1ccc2nc3ccccc3nc2c1NC(=O)c1ccc(Br)cc1	24%	?	i	?	13%	2.8%	-4%	?	4%
Cc1cccc(C)c1NC(=O)Cn1nc(-c2ccc(Cl)s2)ccc1=O	27%	0%	i	1%	-13%	4.1%	0%	-8%	0%
CCCCN(C(=O)C1=CC=CN2CCS(=O)(=O)N=C12)c1ccccc1	0%	?	i	13%	7%	0.4%	-6%	9%	7%
Cn1nc2sc3ccccc3n2c(=O)c1=O	2%	12%	i	-1%	11%	-0.6%	15%	-14%	-2%
CC(C)COc1ccc(C(=O)Nc2ncn[nH]2)cc1	-4%	-2%	i	15%	-2%	0.9%	40%[activator]	9%	-2%
Cc1nn2c(=O)c3c4c(sc3nc2n1-c1ccccc1)COC(C)(C)C4	-3%	-2%	i	18%	-13%	-0.4%	nt	8%	1%
CC(=O)N1CCN(c2ccccc2NC(=O)COc2cc(C)ccc2C(C)C)CC1	-24%	10%	i	nt	-7%	0.3%	-9%	9%	1%
COCc1cc(C)n(CC(=O)Nc2ccc(N3CCOCC3)cc2)c(=O)c1C#N	7%	3%	i	5%	0%	-0.5%	3%	1%	-3%
COc1ccc(N2CC(C(=O)OCC(=O)c3ccccc3)CC2=O)cc1 (configuration not stated)	-4%	-7%	i	5%	3%	0.3%	6%	-2%	-15%
CC(C)(C)N(Cc1ccccc1)C(=O)CN1C(=O)c2ccccc2C1=O	-3%	14%	i	0%	-3%	0.3%	73%[activator]	17%	-3%
Nc1ccc(S(=O)(=O)Nc2nc(-c3ccccc3)cc(-c3ccccc3O)n2)cc1	-14%	-5%	i	nt	-2%	4.5%	nt	nt	nt
Cc1cccc(NC(=O)CN(c2ccc(F)cc2)S(C)(=O)=O)c1	-2%	-2%	i	-3%	-1%	1.0%	nt	0%	22%
O=C(N/N=C/c1cc([N+](=O)[O-])ccc1O)c1ccc(COc2ccc3c(c2)CCC3)o1	5%	4.5µM*	?	-14%	-49%	2.1%	7.9µM*	?	?
CCOC(=O)c1nc2ccccc2s1	-12%[57.1 µM]	-3%	i	?	10%	4.7%	59%[activator]	-19%	0%
Cc1ccc(NC(=O)C(c2ccccc2)N2CCN(C(=O)c3ccco3)CC2)cc1Cl (configuration not stated)	6%	?	i	-7%	-25%	0.2%	nt	0%	0%
COC(=O)[C@@]1(Cc2ccccc2)C=C[C@@H](C)N1C(C)=O	6%	27%	i	9%	-1%	0.7%	2%	18%	4%
COc1ccc(C2Nc3ccccc3C(=O)N2Cc2ccco2)cc1COc1c(C)cccc1C (configuration not stated)	nt	?	nt	?	-73%	nt	nt	nt	?
O=C(NCc1cccnc1)NC(C(F)(F)F)C(F)(F)F	-12%[57.1 µM]	-5%	i	-13%	-1%	0.2%	-3%	25%	-8%
CC(=O)Nc1ccc(NS(=O)(=O)c2ccc3[nH]c4c(c3c2)CCCCC4)cc1	nt	?	i	-17%	-24%	3.7%	-21%	nt	-4%
CCOC(=O)N1CCN(C(=O)CN2C(=O)COc3ccc(C(C)(C)C)cc32)CC1	-1%	-20%	?	-31%	-14%	-0.2%	-5%	1%	-6%
N#Cc1cnn2c3c(cnc12)C(=O)N1CCc2ccccc2C1C3 (configuration not stated)	2%	21%	nt	?	-4%	-0.5%	-28%	?	8%
CCOC(=O)c1sc2ncn(C(CC)C(=O)OC)c(=O)c2c1C (configuration not stated)	-4%	-3%	i	-20%	-13%	-0.5%	-2%	13%	-2%
Cc1cccc(CNC(=O)Cn2nc(C)n3c(cc4cc(F)ccc43)c2=O)c1	nt	-6%	i	3%	-7%	-0.7%	3%	nt	2%
SMILES	EPAC2 antagonist	TGFb inhibitor	S2 tox	Nrf2 block	HepG2 tox	Nrf2 activator	ATXN2 expr inh	MCF10A rereplic	A549 tox
O=C(CC(=O)Nc1ccc(Br)cc1)Nc1ccc(Br)cc1	-5%	0%	i	2%	5%	4.0%	nt	-7%	17%
COc1cccc(N2C(=O)CSC23C(=O)N(CC(=O)Nc2cc(C)ccc2C)c2ccccc23)c1 (configuration not stated)	nt	-4%	?	13%	-6%	1.0%	8%	nt	-17%
CCOc1ccc(C2CC(c3ccccc3)Nc3nc(N)nn32)cc1 (configuration not stated)	6%	4%	i	4%	-15%	0.1%	-3%	13%	-6%
CC(C)(C)NC(=O)/C(=C/c1cccnc1)NC(=O)c1ccco1	1%	13%	i	3%	12%	-0.8%	nt	-1%	-3%
Cc1ccc(/C=N/NC(=O)c2ccoc2C)s1	-1%	-1%	i	?	-52%	0.5%	32%[activator]	0%	7%
CCCCNCc1cc(Br)c(OCc2cccs2)c(OC)c1	-5%	?	i	19%	-71%	7.4%	-27%	3%	-2%
Cc1cccc(/C(N)=N/OC(=O)COc2ccccc2Cl)c1	7%	3%	i	?	1%	-0.1%	72%[activator]	1%	13%

Ordered by value in Nrf2 activator (descending): three from the list above.
molecule	EPAC2 antagonist	TGFb inhibitor	Nrf2 activator
O=C(CC(=O)Nc1ccc(Br)cc1)Nc1ccc(Br)cc1	-5%	0%	4.0%
COc1cccc(N2C(=O)CSC23C(=O)N(CC(=O)Nc2cc(C)ccc2C)c2ccccc23)c1 (configuration not stated)	nt	-4%	1.0%
CCOc1ccc(C2CC(c3ccccc3)Nc3nc(N)nn32)cc1 (configuration not stated)	6%	4%	0.1%

These rows are one share of the data. The share of hits here may be higher or lower than overall.
